Source: PubChem (several laboratories)
TRPC4 PAM = positive allosteric modulators of TRPC4, primary screen, cell-based, mouse TRPC4beta, HEK293 mu-opioid, Fluo-4 calcium. 310,000 compounds, 0.42% hits. Short transient receptor potential channel 4 (Mus musculus), Q9QUQ5. DAMGO EC20, Fluo-4 Ca2+ flux; active compounds read high. AID 2227, 2009. B-score at 10 µM;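 active = B-score of calcium response area above 5 SD of library B-scores, with initial fluorescence ratio within 5 SD of library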;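 note: B-score of integrated fluorescence ratio over time as area under calcium response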
Target sequence (Q9QUQ5 whole entry, looked up): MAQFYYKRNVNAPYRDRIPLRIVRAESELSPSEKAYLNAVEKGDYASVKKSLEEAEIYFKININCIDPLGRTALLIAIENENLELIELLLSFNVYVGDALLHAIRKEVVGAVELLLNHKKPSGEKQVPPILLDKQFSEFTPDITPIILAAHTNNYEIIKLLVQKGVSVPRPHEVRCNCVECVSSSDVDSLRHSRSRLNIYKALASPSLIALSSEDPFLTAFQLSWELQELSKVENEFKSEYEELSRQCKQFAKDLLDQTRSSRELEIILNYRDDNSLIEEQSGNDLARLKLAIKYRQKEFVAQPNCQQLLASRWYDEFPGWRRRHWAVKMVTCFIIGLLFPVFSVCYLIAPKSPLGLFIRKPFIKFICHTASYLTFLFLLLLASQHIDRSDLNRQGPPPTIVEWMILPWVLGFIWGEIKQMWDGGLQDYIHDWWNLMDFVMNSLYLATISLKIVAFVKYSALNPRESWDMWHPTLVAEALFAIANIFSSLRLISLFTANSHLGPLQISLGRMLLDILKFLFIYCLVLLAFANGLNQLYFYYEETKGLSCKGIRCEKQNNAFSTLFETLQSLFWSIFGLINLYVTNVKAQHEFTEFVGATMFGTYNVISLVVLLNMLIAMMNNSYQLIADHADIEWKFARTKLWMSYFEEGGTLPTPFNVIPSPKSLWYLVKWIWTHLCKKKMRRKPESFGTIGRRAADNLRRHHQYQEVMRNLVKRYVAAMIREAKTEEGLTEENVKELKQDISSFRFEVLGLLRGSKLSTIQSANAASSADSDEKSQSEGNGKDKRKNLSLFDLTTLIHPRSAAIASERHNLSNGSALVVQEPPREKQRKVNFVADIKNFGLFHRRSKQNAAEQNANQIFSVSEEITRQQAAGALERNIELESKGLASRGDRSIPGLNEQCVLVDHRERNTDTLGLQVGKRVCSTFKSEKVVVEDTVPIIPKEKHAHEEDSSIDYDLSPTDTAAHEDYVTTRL
TRPC6 inhibitor = mouse TRPC6 channel inhibitors, primary screen, cell-based, HEK293, membrane potential dye; ACh-evoked depolarization; active compounds read low; AID 2553, 2010; 310,000 compounds, 1.1% hits; B-score at 10 µM;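 active = B-score under library mean minus 3 SD, initial fluorescence not abnormally high, positive integrated signal ratio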;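 note: B-score derived from integrated fluorescence ratio over the kinetic read; more negative B-score means stronger inhibition of depolarization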
MrgX1 agonist = agonists of human MrgX1 receptor, primary screen, HEK293 cells, Fluo-4 calcium flux | Mas-related G-protein coupled receptor member X1 (Homo sapiens), Q96LB2 | Fluo-4 calcium fluorescence, agonist mode; active compounds read high | B-score at 10 µM | 310,000 compounds, 0.44% hits;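 active = calcium response B-score plate-corrected fluorescence ratio at least 3 library SD, with starting fluorescence B-score inside 5 SD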
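Test system: Stable human MrgX1 HEK293 cell line | Schedule: Overnight plating before 1 h dye loading | Read-out basis: Baseline-normalised fluorescence change ratio, B-scored | Detection: Kinetic calcium dye fluorescence, Fluo-4 NW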
MrgX1 PAM = positive allosteric modulators of MrgX1, primary screen, HEK293 cells, Fluo-4 calcium flux. Mas-related G-protein coupled receptor member X1 (Homo sapiens), Q96LB2. FDSS; active compounds read high. 310,000 compounds, 0.63% hits. B-score at 10 µM;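 active = plate-corrected calcium response at least 3 library SD above typical, normal starting fluorescence, not activating the receptor alone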;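 note: compound read alongside a low EC10 to EC30 dose of BAM8-22 agonist; peak minus trough fluorescence over baseline measured at the second addition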
TRPC6 act = mouse TRPC6 channel activators, primary screen, cell-based, HEK293, membrane potential dye. Short transient receptor potential channel 6 (Mus musculus), Q61143. HEK293-TRPC6 membrane potential dye fluorescence; active compounds read high. B-score at 10 µM. 310,000 compounds, 0.13% hits. AID 2550, 2010;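 active = B-score of the integrated fluorescence ratio above library mean plus 3 SD, and starting fluorescence ratio within library mean plus 5 SD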;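 note: higher score means more depolarization so channel activation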
ANO1 activ = TMEM16A chloride channel activators or potentiators, primary screen, cell-based, HTS. HEK293 TMEM16A/YFP-H148Q/I152L, iodide quench fluorescence; active compounds read low. B-score at 10 µM. 340,000 compounds, 0.3% hits. AID 623877, 2012;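 active = fluorescence-ratio B-score plate-corrected deviation score at least 3 library SD below zero, with starting fluorescence score within 5 deviations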;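 note: channel opened by trigger with iodide after compound preincubation; score built on the fluorescence ratio of max minus min over baseline; more negative score means more quench and so TMEM16A activation or potentiation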
TRPC4 block = inhibitors of mouse TRPC4 channel, primary screen, Fluo4 calcium, HEK293 TRPC4beta/mu-opioid cells; Short transient receptor potential channel 4 (Mus musculus), Q9QUQ5; DAMGO-evoked Fluo4 calcium flux; active compounds read low; B-score at 10 µM; 300,000 compounds, 0.39% hits;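 active = B-score over 3 SD under the library average, no early fluorescence shift, positive overall ratio signal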
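Assay system: HEK293 cells with stable TRPC4beta plus mu-opioid receptor expression. Dosing: single dose. Measured by: Fluo4 Ca2+ flux fluorescence. Also added: DAMGO in two steps, submaximal then maximal. Read-out: B score from integrated Fluo4 fluorescence ratio.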
MrgX1 antagonist = antagonists of human MrgX1 receptor, primary screen, HEK293 cells, Fluo-4 calcium flux; Mas-related G-protein coupled receptor member X1 (Homo sapiens), Q96LB2; BAM8-22 antagonism; active compounds read low; B-score at 10 µM; 310,000 compounds, 1.3% hits; AID 588676, 2011;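 active = calcium-response B-score plate-corrected more than 3 library SD below zero, starting fluorescence within 5 deviations, no agonist response on first addition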;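 note: peak minus trough fluorescence over baseline after final BAM8-22 challenge near maximal dose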
TMEM16A inh = TMEM16A chloride channel inhibitors, primary screen, cell-based, HTS; Anoctamin-1 (Mus musculus), Q8BHY3; HEK293 TMEM16A/YFP iodide influx fluorescence, ionomycin; normalized B-score (activity score, 25-100; higher = stronger inhibition) at 10 µM; 310,000 compounds, 1.2% hits;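 active = ratio plate-corrected score three or more library SD toward inhibition, starting fluorescence score within five deviations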;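 note: score derived from kinetic fluorescence span divided by baseline fluorescence per well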
TRPC4 agonist = activators of mouse TRPC4 channel, primary screen, Fluo4 calcium, HEK293 TRPC4beta/mu-opioid cells; Short transient receptor potential channel 4 (Mus musculus), Q9QUQ5; Fluo4 calcium fluorescence; active compounds read high; B-score at 10 µM; 310,000 compounds, 0.49% hits; AID 2237, 2010;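 active = B-score above 5 SD of library B-scores, and initial fluorescence ratio not above library mean plus 5 SD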;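 note: positive B-score marks a calcium rise read as TRPC4 activation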
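System: HEK293 cells stably co-expressing mouse TRPC4beta and mu-opioid receptor; Schedule: Fluo4 dye loading 45 min at room temperature, 110 s recording; Detection: Fluo4 fluorescence, kinetic; Evaluation: B-scored integrated calcium fluorescence ratio; Controls: buffer (low) and maximal DAMGO (high).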
SKKanGAS inh = S. pyogenes SKKanGAS growth inhibitors in kanamycin, primary screen, streptokinase expression inhibitor project, SKKanGAS strain, BacTiter-Glo luminescence; 6 h; inhibition, % at 7.5 µM; 300,000 compounds, 1.3% hits;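 active = mean replicate score, as percent of positive control median, at least 50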;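 note: strain carries kanamycin resistance gene driven by streptokinase promoter and grows in 40 µg/ml kanamycin; loss of luminescence reflects streptokinase promoter inhibition or plain growth inhibition; 0% = median of DMSO wells and 100% = positive control at its reference dose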
The depositor's hits bear a star; i = inactive; / = no result given.

SMILES | TRPC4 PAM | TRPC6 inhibitor | MrgX1 agonist | MrgX1 PAM | TRPC6 act | ANO1 activ | TRPC4 block | MrgX1 antagonist | TMEM16A inh | TRPC4 agonist | SKKanGAS inh
O=C(CSC1=NC2(CCCCCC2)N=C1c1ccccc1)Nc1ccc2c(c1)OCCO2 | i | i | i | i | i | i | i | i | i | i | 6
Cc1c(Cl)cccc1NC(CC(=O)c1ccccc1)C(=O)O (centres undefined) | i | i | i | i | i | i | i | i | i | i | 2
CCOc1ccc(NC(=O)CN2CCc3ccccc3C2)cc1 | i | i | i | i | i | i | i | i | i | i | -3
O=C1c2ccccc2C(=O)N1CCCn1c(=O)oc2ccccc21 | i | i | i | i | i | i | i | i | i | i | 1
CCOC(=O)CN(C(=O)CSc1nnc(COc2ccc(OC)cc2)n1C)c1ccccc1 | i | i | i | i | i | i | i | i | i | i | 0
CCOc1ccccc1C(=O)Nc1cccc(-c2ccc3nncn3n2)c1 | i | i | i | i | i | i | i | i | i | i | 2
COc1ccc(NC(=O)c2ccccc2OCc2c(C)noc2C)cc1OC | i | i | i | i | i | i | i | i | i | i | 25
c1ccc2c(N3CCCCC3)ncnc2c1 | i | i | i | i | i | i | i | i | i | i | 8
O=C(COC(=O)c1cn(-c2ccccc2)nc1-c1ccc(F)cc1)Nc1ncc(Cl)cc1Cl | i | i | i | i | i | i | i | i | i | i | 7
O=c1ccc2ccccc2o1 | i | i | i | i | i | i | i | i | i | i | -3
Cc1ccccc1CC1CCN(CCCNC(=O)Nc2ccccc2)CC1 | i | i | i | i | i | i | i | i | i | i | 0
COCCNC(=O)CSc1ccccc1C(=O)NC1CCCc2ccccc21 (centres undefined) | i | i | i | i | i | i | i | i | i | i | -1
CCOC(=O)Cn1ncc(-c2ccccc2)c1N | i | i | i | i | i | i | i | i | i | i | -7
CCc1ccc(Nc2n[n+](-c3ccccc3)c(/C=C/c3ccccc3)s2)cc1 | 15* | i | i | 7.4* | i | / | i | i | i | i | -4
Cc1[nH]n(-c2ccccc2)c(=O)c1C=Nc1ccc(S(=O)(=O)Nc2nccs2)cc1 | i | i | i | i | i | i | i | i | i | i | 3
Cn1c(SCC(=O)CC(=O)Nc2ccccc2)nnc1-c1ccc(O)cc1 | i | i | i | i | i | i | i | i | i | i | 26
Cc1cc2nnc(SCC(=O)NCc3ccco3)n2c2ccccc12 | i | i | i | i | i | i | i | i | i | i | -12
Cc1ccc(NC(=O)C2Cc3ccccc3C(=O)O2)cc1 (centres undefined) | i | i | i | i | i | i | i | i | i | i | /
COc1ccc2nc(/N=C/c3c(C)[nH]n(-c4ccc(C)cc4)c3=O)sc2c1 | i | i | i | i | i | i | i | i | i | i | 8
Cc1sc2nc(-c3ccccn3)[nH]c(=O)c2c1-c1ccccc1 | i | i | i | i | i | i | i | i | i | i | 80*
CCc1ccc(NC(=O)C2CCN(S(=O)(=O)c3ccc4c(c3)N(C(C)=O)CCO4)CC2)cc1 | i | i | i | i | i | i | i | i | i | i | 1
Cc1cs/c(=N\N=C2CCCCC2)n1Cc1ccco1 | i | i | i | i | i | i | i | i | i | i | 14
O=C(CSc1nnc(-c2cccs2)o1)N1CCc2ccccc21 | i | i | i | i | i | i | i | i | i | i | 11
Cc1ccc(C)c(N2CCN(C(=O)c3cc4ccccc4oc3=O)CC2)c1 | i | i | i | i | i | i | i | i | i | i | 2

Single records (already shown):
CCc1ccc(NC(=O)C2CCN(S(=O)(=O)c3ccc4c(c3)N(C(C)=O)CCO4)CC2)cc1 as listed: TRPC4 PAM = i; TRPC6 inhibitor = i; MrgX1 agonist = i; MrgX1 PAM = i; TRPC6 act = i; ANO1 activ = i; TRPC4 block = i; MrgX1 antagonist = i; TMEM16A inh = i; TRPC4 agonist = i; SKKanGAS inh = 1
COc1ccc(NC(=O)c2ccccc2OCc2c(C)noc2C)cc1OC as listed: TRPC4 PAM = i; TRPC6 inhibitor = i; MrgX1 agonist = i; MrgX1 PAM = i; TRPC6 act = i; ANO1 activ = i; TRPC4 block = i; MrgX1 antagonist = i; TMEM16A inh = i; TRPC4 agonist = i; SKKanGAS inh = 25

(listing goes on)
SMILES | TRPC4 PAM | TRPC6 inhibitor | MrgX1 agonist | MrgX1 PAM | TRPC6 act | ANO1 activ | TRPC4 block | MrgX1 antagonist | TMEM16A inh | TRPC4 agonist | SKKanGAS inh
CCCS(=O)(=O)N1CCC(C(=O)NC2CCCCC2C)CC1 (centres undefined) | i | i | i | i | i | i | i | i | i | i | -7
CCCOc1ccccc1/C=C1/C(=O)ON=C1C | i | i | i | i | i | i | i | i | i | i | 1
Cc1ccc(NC(=O)c2ccccc2[N+](=O)[O-])nc1 | i | i | i | i | i | i | i | i | i | i | 0
Cc1noc(C)c1COc1ccc(C(=O)OCC(=O)N2c3ccccc3NC(=O)C2(C)C)cc1 | i | i | i | i | i | i | i | i | i | i | 0
COc1ccc(OCCNC(=O)CCCO)cc1 | i | i | i | i | i | i | i | i | i | i | -6
C#CCOCCOCCOCCNc1nc(N2CCN(C(=O)CCCCCCCCCCNC(=O)[C@@H](CCSC)n3cc(CCO)nn3)CC2)nc(N2CCN(C(=O)CCCCCCCCCCNC(=O)[C@H](CCC(=O)O)n3cc(CCCCCN)nn3)CC2)n1 | / | / | i | i | / | i | / | i | i | / | /
O=C(Nc1cccc(-c2cccc(Cl)c2)c1)C1CCN(C2CCC2)CC1 | i | i | i | i | i | i | i | i | i | i | -2
Cc1ccc(C)c(NC(=O)CSc2nnc(CCNC(=O)OC(C)(C)C)o2)c1 | i | i | i | i | i | i | i | i | i | i | 0
Cc1ccc(NC(=S)NCc2ccccc2)c(C)c1 | i | i | i | i | i | i | i | i | i | i | 12
CCOC(=O)c1nn(-c2ccccc2F)c(C)c1C(C)=O | i | i | i | i | i | i | i | i | i | i | -5
CCOc1ccc(OCC)c(NC(=O)CCn2cccc2)c1 | i | i | i | i | i | i | i | i | i | i | 2
Cc1ccc(-c2cc(C(=O)O)n[nH]2)o1 | i | i | i | i | i | i | i | i | i | i | -8
CCCCN(S(=O)(=O)c1ccccc1)S(=O)(=O)c1ccccc1 | i | i | i | i | i | i | i | i | i | i | 41
CC(NC(=O)c1cc(-c2ccccc2)nc2ccccc12)C1CCCO1 (centres undefined) | i | i | i | i | i | / | i | i | i | i | 6
NC(=O)C1CCN(C(=O)N2c3ccccc3Sc3ccccc32)CC1 | i | i | i | i | i | i | i | i | i | i | -5
CCc1ccc(NC(=O)CN2C(=O)COc3ccc(S(=O)(=O)N4CCCC4)cc32)cc1 | i | i | i | i | i | i | i | i | i | i | 2
CCOC(=O)CCCCC(=O)NC(CO)C(=O)NC (centres undefined) | i | i | i | i | i | i | i | i | i | i | 0
CCN1CCc2nc3ccccc3c(C(=O)Nc3ccc(NC(C)=O)cc3)c2C1 | i | i | i | i | i | i | i | i | i | i | 3
CCOc1ccc(Oc2c(/C=N/NC(C)=O)c(C)nn2-c2ccccc2)cc1 | i | i | i | i | i | i | i | i | i | i | -13
O=C(COC(=O)/C=C/c1ccc(Cl)cc1)Nc1ccc2c(c1)OCCO2 | i | i | i | i | i | i | i | i | i | i | -6
O=C(C1CCCN1S(=O)(=O)c1ccc(Cl)c(Cl)c1)N1CCOCC1 (centres undefined) | i | i | i | i | i | i | i | i | i | i | 2
CCOC(=O)c1csc(NC(=O)c2ccc(S(=O)(=O)N(C)C)cc2)n1 | i | i | i | i | i | i | i | i | i | i | 4
CCCn1nc(C(=O)OCn2nnc3ccccc3c2=O)c2ccccc2c1=O | i | i | i | i | i | i | i | i | i | i | 8
Cc1ccc(NC(=O)CSc2nc(=O)n(CCN(C)C)c3c2CCCC3)c(C)c1 | i | i | i | i | i | i | i | i | i | i | -6
CCCCNC(=O)N1CCCC(C(=O)c2cc(C)c(OC)c(C)c2)C1 (centres undefined) | i | i | i | i | i | i | i | i | i | i | 7
O=C(O)c1ccc(CN(c2ccccn2)S(=O)(=O)c2ccccc2)cc1 | i | i | i | i | i | i | i | i | i | i | -12
O=C(NCCN1CCOCC1)NC1(C(F)(F)F)Oc2ccccc2O1 | i | i | i | i | i | i | i | i | i | i | -3
COc1ccc(N2C(=O)CCC2(C#N)c2ccc(Br)cc2)cc1 (centres undefined) | i | i | i | i | i | i | i | i | i | i | -1
Cc1ccnc(SCC(=O)N2CCCc3ccccc32)n1 | i | i | i | i | i | i | i | i | i | i | -6
COc1ccc(C(=O)CSc2nnc(-c3ccc(C)cc3)o2)cc1 | i | i | i | i | i | i | i | i | i | i | -8
COc1ccc(C2=NN(S(=O)(=O)c3ccccc3)C(c3ccccc3)C2)cc1 (centres undefined) | i | i | i | i | i | i | i | i | i | i | 0
Cc1cnc(CN(C)C(=O)c2cc(COc3c(F)cccc3F)on2)[nH]1 | i | i | i | i | i | i | i | i | i | i | 3
O=C(CSc1ncn[nH]1)N1N=C(c2ccc(Cl)cc2)CC1c1ccco1 (centres undefined) | i | i | i | i | i | i | i | i | i | i | 18
CC(C)(C)c1nc(NCCN2CCOCC2)c2nnn(Cc3ccccc3Cl)c2n1 | i | i | i | i | i | i | i | i | i | i | -15
CC1(C)Oc2ccc(C(=O)NC3CCCCC3)cc2N(CC#N)C1=O | i | i | i | i | i | i | i | i | i | i | -2
CCOC(=O)c1nn(-c2ccc(C)cc2)c(C)c1C(C)=O | i | i | i | i | i | i | i | i | i | i | -4
CSC(=NC#N)N1CCN(C(=NC#N)SC)CC1 | i | i | i | i | i | i | i | i | i | i | 1

No enrichment for hits. About 6.7% of those tested had a hit in this group.
